Source: PubChem BioAssay (National Center for Advancing Translational Sciences (NCATS))
ERK EGF inh – inhibitors of EGF-stimulated ERK signaling pathway. HEK293-V1b, EGF-stimulated phospho-ERK AlphaScreen. Potency, µM (titrated, usually from 11.5 µM), without a hit: top-dose activity change, negative = inhibition, hits mostly inhibitors. 130,000 tested, 0.41% active. AID 1454; active = well fitted inhibition curve with a large enough effect; inconclusive = small, poorly fitted or top-dose-only effect, or effect the other way;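 note: plate controls were stimulated vehicle wells for no effect and unstimulated vehicle basal for full effect; nearly all actives have a fitted effect of over 55% in size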
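Concentration-response of compounds against EGF-driven ERK phosphorylation in V1b-expressing HEK293 cells; 30 min preincubation, 5 min EGF, AlphaScreen detection; Normalized to DMSO basal and 25 nM EGF.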
Active calls of the source: *; ? = inconclusive; [ ] = remark or other dose. Potency is the fitted concentration of half-maximal effect. The list is partial; count on the stated rates, not on these rows.

SMILES	ERK EGF inh
Cc1ccccc1N=Cc1cccc(O)c1O	-6.6%
CCCCOC(=O)c1ccc(NC(=O)c2cc(Cl)c(Cl)cc2C(=O)O)cc1	-7.0%
Cc1cccn2c(=O)c(C=NCCO)c(Nc3ccc(Cl)cc3)nc12	5.3%
CCn1ncc([N+](=O)[O-])c1C(=O)Nc1nc2cccc(C)c2s1	-5.3%
CCOc1ccc2[nH]c(=O)c(CN(CC3COCCO3)C(=O)C3CC3)cc2c1 (stereo unspecified)	-1.9%
O=c1cc(CO)occ1OCc1c(F)cccc1Cl	3.7%
O=C(Nc1cccc(F)c1)c1ccc(-c2ccccc2C(F)(F)F)o1	-6.0%
C=CCCCCCCCCCCCC(O)CC(O)COC(C)=O (stereo unspecified)	-9.1%
CC1=C/C(=N\S(=O)(=O)c2ccccc2)C(C(C)C)=CC1=O	?
CSC(=S)N/N=C(\C)c1ccccc1	-21.1%
O=C(N/N=C/c1cccc(C(F)(F)F)c1)c1ccccc1O	-0.9%
Cc1[nH]nc(SCC(=O)NCc2ccc(F)cc2)c1[N+](=O)[O-]	1.0%
COc1cc(Cl)c([C@@H]2C[C@H]3CN(c4ccccc4)C(=O)[C@]34CCCN24)cc1OC	-7.6%
CC(C)CCCC(C)C1CCC2C3CC(=O)[C@H]4CC(O)CC[C@]4(C)C3CC[C@@]12C (stereo partly specified)	15.4%
CCOC(=O)C1(Cc2ccc(OC)cc2)CCN(C(=O)CCc2cnccn2)CC1	-6.7%[57.5 µM]
CCOC(=O)N1CCC(N2Cc3cccc(C(=O)NCc4ccc5c(c4)OCO5)c3C2=O)CC1	-3.4%[57.5 µM]
Cc1ccc2nc(NCc3ccccc3)c(C=O)c(=O)n2c1	-0.8%
O=C(O)CCC(=O)Nc1ccccc1C(=O)NCc1ccccc1	-0.5%
CC(=O)N=c1sc(S(N)(=O)=O)nn1C	-0.4%[57.5 µM]
CC(=O)c1ccc(N2CCN(c3ccc(C(N)=O)cc3[N+](=O)[O-])CC2)cc1	-5.0%
CSc1nsc(SC)c1NC(=O)Nc1ccccc1C	-2.7%
CCOC(=O)c1sc2nc(-c3cccnc3)ccc2c1N	5.5%
Cc1ccc(C(=O)N/C(=C\c2cccs2)c2nc3ccccc3[nH]2)cc1	21.4%
COc1ccc2sc(/C=C/c3ccccc3O)[n+](C)c2c1	-7.5%
CCCOc1ccc(N2C(=O)CC(N3CCN(CCN=CC4=C(O)CC(C)(C)CC4=O)CC3)C2=O)cc1 (stereo unspecified)	-13.2%
COc1ccc(CNC(=O)C2CC(c3cc(C(F)(F)F)cc(C(F)(F)F)c3)=NO2)cc1 (stereo unspecified)	-12.5%[57.5 µM]
O=C(NC(=S)N1CCc2ccccc21)c1ccco1	-5.8%
N#C/C(=C\c1ccc(N2CCOCC2)o1)C(=O)Nc1ccc(O)cc1	?
O=C(NNc1c2ccccc2nc2ccccc12)c1ccccc1O	?
COC(=O)COc1cccc(NC(=O)c2ccc(Cl)cc2)c1	-7.4%
C/C(CCCO)=N/Nc1ccc([N+](=O)[O-])cc1[N+](=O)[O-]	?
COc1ccccc1CN(C)CC(=O)Nc1ccc(Cl)cc1F	-13.8%
Cc1ccc(OCC(=O)NS(=O)(=O)c2ccccc2)cc1	-7.3%
CCC(C)NCCOCCOc1ccc(C)cc1OC (stereo unspecified)	-0.9%
O=C1C2CCCCC2C(=O)N1Cc1ccccc1 (stereo unspecified)	-3.9%
O=C(Nc1nnc(-c2ccccc2F)s1)C1CCN(S(=O)(=O)c2ccc(Cl)cc2)CC1	-3.1%
Brc1ccc(CSc2ccc3nnc(-c4cccnc4)n3n2)cc1	?
Cc1ccc(C)c(-n2c(-c3ccncc3)n[nH]c2=S)c1	2.9%[57.5 µM]
CC(=O)c1nnn(-c2cccc(C#N)c2)c1C	-1.7%[57.5 µM]
Nc1nc(SCc2ccc(Cl)c(Cl)c2)n[nH]1	16.0%

The last six entries of the section before lead into the next.
SMILES	ERK EGF inh
O=C1C2CCCCC2C(=O)N1Cc1ccccc1 (stereo unspecified)	-3.9%
O=C(Nc1nnc(-c2ccccc2F)s1)C1CCN(S(=O)(=O)c2ccc(Cl)cc2)CC1	-3.1%
Brc1ccc(CSc2ccc3nnc(-c4cccnc4)n3n2)cc1	?
Cc1ccc(C)c(-n2c(-c3ccncc3)n[nH]c2=S)c1	2.9%[57.5 µM]
CC(=O)c1nnn(-c2cccc(C#N)c2)c1C	-1.7%[57.5 µM]
Nc1nc(SCc2ccc(Cl)c(Cl)c2)n[nH]1	16.0%
CC1CCN(c2nc3ccccn3c(=O)c2C=O)CC1	-1.1%
COCCn1c(=O)c(-c2ccccc2)nc2cnc(Oc3ccccc3)nc21	-13.8%
CC/C(C)=N/NS(=O)(=O)c1ccc(C)c([N+](=O)[O-])c1	-9.4%[57.5 µM]
CCNC(=O)CC1SC(=Nc2cccc3ccccc23)N(C)C1=O (stereo unspecified)	8.7%
COCCNC(=O)CN(C(=O)Cn1nnc2ccccc21)c1cc(C)cc(C)c1	-3.5%
O=c1c(-c2ccc(Cl)cc2)nc2cnc(Oc3ccccc3)nc2n1C1CC1	9.9%
Cc1ccc(-c2nn(-c3ccccc3)cc2C(=O)Nc2cccc(S(=O)(=O)N3CCOCC3)c2)cc1	5.0%
O=C1NCCCC1C(=O)N/N=C/c1cccc(Cl)c1 (stereo unspecified)	-2.2%[57.5 µM]
O=C(CN1C(=O)/C(=C\c2ccc(F)cc2)Oc2ccccc21)N1CCN(c2ccccn2)CC1	3.8%
CCc1ccc(C(C)NC(=O)c2ncn[nH]2)cc1 (stereo unspecified)	-4.5%
O=C(CSc1ccc(-c2cccs2)nn1)Nc1ccccc1F	-11.0%
O=C(C[n+]1ccccc1)N1c2ccccc2Sc2ccccc21	-9.8%
CCCCCC(=O)Nc1cccc(C2=NOC3(C2)C[C@H](C(N)=O)N(C(=O)c2ccccc2C(=O)c2ccccc2)C3)c1 (stereo partly specified)	4.9%[57.5 µM]
O=C(CC1C(=O)NCCN1Cc1cccc(Oc2ccccc2)c1)NCC1CCOCC1 (stereo unspecified)	-17.9%
CC1=C/C(=N\NC(=S)NCCc2ccccc2)CC(C)(C)C1	-11.9%
CCCC(=O)NC(c1ccc(OC)c(OC)c1)c1cc(Cl)c2cccnc2c1O (stereo unspecified)	-19.6%
C/C=C/c1ccc(OCC(=O)OCC(=O)NC2CC2)c(OC)c1	0.4%
Cc1ccc(NC(=S)Nc2cc(-c3ccccc3)[nH]n2)cc1Cl	5.8%
CN1N=C(C(=O)N2CCc3c([nH]c4ccccc34)C2c2c(F)cccc2Cl)CCC1=O (stereo unspecified)	-6.0%
CCCCC/C=C\C/C=C\C/C=C\C=C\C(=O)CCCC(=O)O	-10.0%
N/C(=N\OC(=O)c1ccco1)c1cccc([N+](=O)[O-])c1	?
Cc1cccc(NC(=O)c2ccc(S(=O)(=O)N3CCCCC3)cc2)n1	3.7%[57.5 µM]
COCCn1c(=O)c(-c2ccc(OC)cc2)nc2cnc(OC)nc21	6.5%
Cc1ccc(OCCOC(=O)CCc2nc3ccccc3c(=O)[nH]2)cc1	-11.3%
Cc1c(NC(=O)/C(C#N)=C/c2ccc(-c3cc(Cl)ccc3Cl)o2)c(=O)n(-c2ccccc2)n1C	-14.2%
Cc1cc(C)cc(NC(=O)CSc2nncn2-c2ccccn2)c1	-8.6%
Cn1c(CN2CCCC2)nc2cc(NC(=O)COc3ccc([N+](=O)[O-])cc3)ccc21	0.0%
Cc1ccccc1NC(=O)Nc1nnc(Cc2ccc([N+](=O)[O-])cc2)s1	-0.6%
COc1cc(NC(C)CCCN)c2ncccc2c1 (stereo unspecified)	19.2%
O=C(O)c1sccc1OCc1ccccc1	-2.5%
COC(=O)Cc1cccc2c(=O)c3ccccc3oc12	6.3%[57.5 µM]
Cc1ccc(-n2nnnc2SC(C)C(=O)Nc2ccccc2-c2ccccc2)cc1 (stereo unspecified)	6.8%
CNC(=O)c1ccccc1NC(=O)c1ccco1	13.1%
COc1cccc(-n2nc(C#N)c(Cl)cc2=O)c1	3.7%
Cc1ccc(/C=C/C(=O)O)cc1S(=O)(=O)N1CCc2ccccc2C1	4.3%
CS(=O)(=O)c1ccc2nc(NC(=O)c3ccco3)sc2c1	3.8%
CCNC(=O)C/C(C)=N/NC(=O)C(=O)Nc1ccc(CC)cc1	-4.8%
CCCSc1nsc(NC(=O)CC)n1	-6.3%
N#CCN1CCN(CC(=O)c2ccc(Br)cc2)CC1	1.2%[57.5 µM]
CC(O)[C@H]1CNC(=O)C(=O)N1CC1(c2ccccc2)CC1 (stereo partly specified)	-4.9%[57.5 µM]
Nc1c(-c2ccccc2)c(CN2CCOCC2)nn1-c1ccccc1	-0.6%
NCC(O)(c1ccc(Cl)cc1)c1ccc(Cl)cc1	2.5%
CN(C)CC(C)(C)CNS(=O)(=O)c1cccc2nsnc12	9.1%
CC(C)(O)[C@H](O)COc1c2occc2cc2ccc(=O)oc12	-2.9%
COc1cc(C(=O)NCCCNc2ccc([N+](=O)[O-])cc2)cc(OC)c1OC	6.2%
O=C1N(c2ccccc2)C(=Nc2ccccc2)SC12CC2	7.1%[57.5 µM]
Cc1cc(C)c2c(=O)[nH]n(C3CCCCCC3)c2n1	-3.6%
COc1ccc(CCNC(=O)c2cc(-c3ccc(Cl)c(Cl)c3)oc2C)cc1	10.2%
CC(=O)OC[C@H]1O[C@@H](Sc2cccc3cccnc23)[C@H](OC(C)=O)[C@@H](OC(C)=O)[C@H]1OC(C)=O	4.7%[57.5 µM]
CCc1nnc(NC(=O)CCNC(=O)c2ccccc2Cl)s1	-1.4%
Continuation:
SMILES	ERK EGF inh
CS(=O)(=O)N1CCC[C@@]2(CCN(c3ccccn3)C2)C1	17.2%
Cc1c(Cl)c([N+](=O)[O-])nn1CC(=O)NCc1cccnc1	-10.7%
CCCNC(=S)Nc1ccccc1	-6.1%[57.5 µM]
CCNC(=O)CCSc1nnc(-c2ccncc2)o1	10.4%
CC(=O)Nc1ccc(S(=O)(=O)N2CCN(Cc3cccc([N+](=O)[O-])c3)CC2)cc1	-6.8%
O=C(Nc1nccs1)C1(c2ccc(Cl)cc2)CC1	4.0%
CCN(CC)C(=O)C1CCN(S(=O)(=O)c2ccc(-n3cnnn3)cc2)CC1	-2.9%
CCCCNS(=O)(=O)c1ccc2nc(-c3cccnc3)cc(C(=O)NCCOC)c2c1	-7.8%[57.5 µM]
CSc1nsc(SC)c1CO	8.5%[57.5 µM]
O=C1C=C(N(CCO)Cc2ccccc2)c2ccccc2C1=O	-0.4%
Cc1nc(-c2cccc(NC(=O)c3cccs3)c2)cs1	10.8%
O=C(COC(=O)c1cc(=O)[nH]c2ccccc12)NC1CCCCCCC1	-0.7%
COc1cc(/C=C2\SC(=S)N(CC(=O)NC(C)(C)C)C2=O)cc(OC)c1OC	3.2%
COc1ccc(OC)c(NC(=O)CSc2ccc3nnc(-c4cccnc4)n3n2)c1	-11.0%
CC(=O)OCC1=C(C(=O)O)N2C(=O)C(NC(=O)Cn3nc(C(F)F)c(Cl)c3C)C2SC1 (stereo unspecified)	-2.9%
COC(=O)c1ccc(/C=N/NC(=O)CCSc2nc3ccccc3s2)cc1	4.8%
COc1ccc(CSCCc2n[nH]c(=S)n2-c2ccccc2)cc1	?
Oc1ccc(/C=N/n2c(-c3ccco3)csc2=Nc2cccnc2)c(O)c1	4.9%
Cc1ccc(-c2ccc(/C=N/NC(=O)Cc3nnc(N)s3)o2)cc1Cl	-0.2%[57.5 µM]
CN(C)c1cc2c(Nc3ccc4c(cnn4Cc4ccccc4)c3)ncnc2cn1	2.82µM*
Clc1ccc([C@H](Cn2ccnc2)OCc2csc3c(Cl)cccc23)c(Cl)c1	-16.1%[25.7 µM]
COc1ccc(Oc2cc(C)nc(Cl)n2)nn1	-2.6%
Cc1c(C(=O)NCc2ccc3c(c2)OCO3)oc2ccc(S(=O)(=O)N3CCC(C)CC3)cc12	-9.7%
c1cc2c(cc1-c1[nH]ncc1CN1CC3C[C@@H]4CC1C[C@H](C3)C4)OCO2	13.0%
CCC(CO)NC1=CC(=O)CCC1 (stereo unspecified)	0.7%
Cc1ccc2nc(SCC(=O)c3c(C)[nH]c4ccccc34)[nH]c2c1	2.3%
Cc1ccc(NC(=O)COC(=O)C2CC3C=CC2C3)cc1S(=O)(=O)N1CCCCC1 (stereo unspecified)	3.9%
Cc1nc2ccccc2c(C)c1C(=O)c1ccccc1	-3.5%
Cc1cc(Cl)ccc1OCC(=O)Nc1nc(-c2cccnc2)cs1	15.2%[57.5 µM]
COc1ccc(CNC(=S)N2CCN(S(=O)(=O)c3cccc(F)c3)CC2)cc1	-6.1%[57.5 µM]

An excerpt of these results, with each value named.
COc1ccc(Oc2cc(C)nc(Cl)n2)nn1
  ERK EGF inh = -2.6%
Cc1c(C(=O)NCc2ccc3c(c2)OCO3)oc2ccc(S(=O)(=O)N3CCC(C)CC3)cc12
  ERK EGF inh = -9.7%
c1cc2c(cc1-c1[nH]ncc1CN1CC3C[C@@H]4CC1C[C@H](C3)C4)OCO2
  ERK EGF inh = 13.0%
CCC(CO)NC1=CC(=O)CCC1 (stereo unspecified)
  ERK EGF inh = 0.7%

Other results follow:
SMILES	ERK EGF inh
COCCn1c(C)cc(/C=C2/NC(=O)N(c3cccc(Cl)c3)C2=O)c1C	-20.0%
Brc1ccccc1OCCOc1cccc2cccnc12	1.1%
COc1cccc(C(C(=O)NCC2CCCO2)N(CC2CCCO2)C(=O)CN2C(=O)c3ccccc3S2(=O)=O)c1 (stereo unspecified)	1.3%
O=[N+]([O-])c1cccc(-c2nc3ccccc3s/c2=N/O)c1	?
